Bioassay records (PubChem)
RXFP1 antagonist: qHTS Assay for Antagonists of the Relaxin Receptor RXFP1; hit rate 0.59% among 350,000; AID 1259400, 2018; activity change, negative = inhibition, % at 57.5 µM; Relaxin receptor 1 (Homo sapiens), Q9HBX9; HEK293-RXFP1, relaxin-stimulated cAMP HTRF, 30 min; hits give low values;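 active = activity change of -60% or lower, but not beyond a set lower limit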; also: % is scaled to controls: 0 for no effect and ±100 for the full control effect
Target sequence (Q9HBX9 whole entry, looked up): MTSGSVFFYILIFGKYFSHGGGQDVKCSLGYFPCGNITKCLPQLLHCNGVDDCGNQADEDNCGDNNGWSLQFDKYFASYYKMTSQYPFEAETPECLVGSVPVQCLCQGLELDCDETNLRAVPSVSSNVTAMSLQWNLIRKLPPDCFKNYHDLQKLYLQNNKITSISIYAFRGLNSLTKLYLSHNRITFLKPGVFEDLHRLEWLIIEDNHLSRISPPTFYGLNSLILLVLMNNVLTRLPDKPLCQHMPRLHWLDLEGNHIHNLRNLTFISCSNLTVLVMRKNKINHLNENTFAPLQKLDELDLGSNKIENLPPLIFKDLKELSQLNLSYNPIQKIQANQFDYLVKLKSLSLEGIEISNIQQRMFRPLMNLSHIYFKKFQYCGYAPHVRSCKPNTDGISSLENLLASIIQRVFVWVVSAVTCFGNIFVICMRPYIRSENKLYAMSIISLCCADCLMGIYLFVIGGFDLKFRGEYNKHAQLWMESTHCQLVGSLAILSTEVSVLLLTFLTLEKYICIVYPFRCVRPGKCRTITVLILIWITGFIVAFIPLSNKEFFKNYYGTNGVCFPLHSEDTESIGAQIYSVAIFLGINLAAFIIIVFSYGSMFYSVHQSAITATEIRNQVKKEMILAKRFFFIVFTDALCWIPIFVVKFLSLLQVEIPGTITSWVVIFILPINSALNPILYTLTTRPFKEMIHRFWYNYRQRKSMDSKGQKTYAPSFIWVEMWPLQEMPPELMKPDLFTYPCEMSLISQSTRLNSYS
D1 antagonist: Antagonist of Human D 1 Dopamine Receptor: qHTS; HEK293 TREx D1 cells, calcium flux, dopamine EC80; hits give low values; hit rate 3.2% among 360,000; AID 504652, 2011; activity change, negative = inhibition, % at 10 µM; in the data active = activity change below about -30%; also: % is scaled to controls: 0 for no effect and ±100 for the full control effect
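Inducible Hek293 Trex D1 cells (tetracycline, overnight, 30 C). Calcium dye 30–90 min RT. Antagonist mode: EC80 dopamine added after 180 s compound read.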
D2 PAM: HTS Assay for Positive Allosteric Modulators of the Human D2 Dopamine Receptor: Primary Screen for Potentiators. D(2) dopamine receptor (Homo sapiens), P14416. HEK293 T-REx D2, calcium flux, EC20 dopamine potentiation. potentiation, % at 10 µM. hit rate 0.34% among 340,000. AID 485347, 2010;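 active = potentiation over 3 SD above the plate norm, cut at about 30% in these data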; also: 0% is about no effect
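Using a no-wash calcium dye in inducible, force-coupled HEK293 Trex cells expressing D2, we tracked fluorescence each second for 180 s after compound, then for 180 s after EC20 dopamine to detect augmented signalling.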
D1 potentiator: Potentiators of Human D1 Dopamine Receptor: qHTS; D(1A) dopamine receptor (Homo sapiens), P21728; HEK293 TREx D1 cells, calcium flux, dopamine EC20 potentiation; potentiation, % at 10 µM; hit rate 0.036% among 360,000; AID 504651, 2011; in the data active = potentiation above about 30%; also: 0% is about no effect
D2 agonist: HTS Assay for Allosteric Agonists of the Human D2 Dopamine Receptor: Primary Screen for Agonists; D(2) dopamine receptor (Homo sapiens), P14416; HEK293 T-REx D2 cells, calcium flux agonist mode; activation, % at 2 µM; hit rate 0.53% among 340,000; AID 485358, 2010;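 active = activation over 3 SD above normal in the single-dose calcium agonist read, cut at about 30% in these data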; also: 0% is about no effect
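In this primary screen, compounds producing a positive calcium signal within 180 s of addition to tetracycline-induced, force-coupled HEK293 Trex D2 cells are flagged; cells are dye-loaded with a no-wash calcium kit beforehand.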
TRHR ag: qHTS for Small Molecule Agonists and Allosteric Enhancers of Human TRH Receptor: Primary Screen for Agonists; Thyrotropin-releasing hormone receptor (Homo sapiens), P34981; activation, % at 2 µM; hit rate 0.18% among 360,000; AID 493084, 2011; TRHR cells, calcium flux fluo-8, FDSS agonist mode; also: 0% is about no effect
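TRHR-expressing cells loaded with fluo-8 calcium dye; 23 nL library compound pin-transferred, kinetic FDSS fluorescence (Ex 480/Em 530) recorded about 180 s for agonist-induced calcium release, before a 10 nM TRH EC20 addition for potentiator mode.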
D1 agonist: Allosteric Agonists of the Human D1 Dopamine Receptor: qHTS; hit rate 1% among 360,000; D(1A) dopamine receptor (Homo sapiens), P21728; activation, % at 2 µM; HEK293 T-REx D1 cells, calcium flux, agonist mode; also: 0% is about no effect
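Tetracycline-induced HEK293 TREx D1 cells, force-coupled to calcium signalling, were dye-loaded with a no-wash calcium kit. Compound was pin-added after a 10 s baseline. Fluorescence was read kinetically at 1 cycle/s for 180 s, with calcium rises flagged as agonism.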
D2 antag: HTS Assay for Allosteric Antagonists of the Human D2 Dopamine Receptor: Primary Screen for Antagonists | D(2) dopamine receptor (Homo sapiens), P14416 | HEK293 TREx D2 cells, calcium flux, dopamine EC80 | inhibition, % at 10 µM | hit rate 2% among 340,000 | AID 485344, 2010; in the data active = inhibition above about 30%; also: 0% is about no effect
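HEK293 T-REx D2 cells, tet-induced, calcium dye no-wash. Cpd pintool add, 180 s kinetic, then EC80 DA, 180 s kinetic. Ca flux read.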
TRHR enhancer: qHTS for Small Molecule Agonists and Allosteric Enhancers of Human TRH Receptor: Primary Screen for Enhancers; hit rate 0.66% among 360,000; enhancement, % at 2 µM; AID 493056, 2011; TRHR cells, fluo-8 calcium fluorescence, EC20 TRH enhancement; Thyrotropin-releasing hormone receptor (Homo sapiens), P34981; in the data active = enhancement above about 30%; also: 0% is about no effect
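TRHR-expressing cells loaded with fluo-8 calcium dye were read kinetically (ex 480/em 530) during compound addition, then stimulated with an EC20 of TRH (10 nM final). Enhancement of the Gq-mediated intracellular calcium response was scored.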
Active calls of the source: *; nt = no result given; & = joins results of further samples; ! = repeats disagree. Rule as the data show it, unless noted: active = activation above about 30%; inactive = the rest.

SMILES | RXFP1 antagonist | D1 antagonist | D2 PAM | D1 potentiator | D2 agonist | TRHR ag | D1 agonist | D2 antag | TRHR enhancer
Cc1ccc(Nc2nc3c([nH]2)c(=O)n(C)c(=O)n3C)cc1 | -14 | 4 | 8 | 3 | -0.2 | 0.1 | -1 | -2 | -2
CCN(c1ccccc1)S(=O)(=O)c1cccc(C(=O)NCC(c2cccs2)N2CCOCC2)c1 (configuration not stated) | -2 | -3 | -5 | 3 | 0.0 | -1.4 | 0 | -9 | -8
C=CCN(C(=O)CSc1nc2ccsc2c(=O)n1Cc1ccccn1)c1ccccc1 | -5 | 3 | -4 | 0 | 0.8 | 0.6 | 2 | -2 | -8
COc1ccc(C)cc1S(=O)(=O)NC1CC1 | -3 | 1 | 3 | -1 | -0.5 | 0.6 | 0 | 3 | 0
CC(=O)c1ccc(N(C(=O)CNC(=O)c2ccco2)C(C(=O)NC2CCCC2)c2ccc(C)o2)cc1 (configuration not stated) | 5 | 5 | -4 | -4 | -0.2 | -0.1 | 1 | -5 | -5
COc1ccc(N2C(=O)CC(Sc3nc4c(cc3C#N)CCC4)C2=O)cc1 (configuration not stated) | -10 | 2 | 6 | -1 | -0.5 | 1.6 | 1 | 5 | -7
CCOC(=O)C1=C(C)N=C2SCCC(=O)N2C1c1ccc(OC)cc1 (configuration not stated) | nt | 2 | 17 | -1 | -0.4 | -0.5 | 1 | -1 | 0
CC(OC(=O)Cc1n[nH]c(=O)c2ccccc12)C(=O)Nc1cc(Cl)cc(Cl)c1 (configuration not stated) | -37 | -15 | 4 | -1 | -0.1 | 0.5 | 8 | 29 | -6
Cc1cc(C(=O)N/N=C/c2ccc(-c3ccc([N+](=O)[O-])cc3C)o2)n[nH]1 | 5 | -11 | -1 | -5 | 0.9 | 1.0 | 3 | -1 | 2
Cc1ccccc1OCC(=O)NC(=S)Nc1ccccc1N1CCN(S(C)(=O)=O)CC1 | -10 | 26 | 3 | -1 | -0.3 | 0.2 | 2 | -11 | 4
COc1ccccc1C(=O)N1CCN(C(=O)c2oc3ccc(C)cc3c2C)CC1 | -19 | -4 | 1 | 3 | -0.7 | -1.3 | 9 | 9 | 16
N#Cc1ccc(C(CC(=O)O)N2Cc3ccccc3C2=O)cc1 (configuration not stated) | 4 | 13 | 2 | -6 | -0.1 | 0.9 | 2 | 5 | -4
Cc1ccc(F)c(NC(=O)c2c(-c3ccccc3)noc2C)c1 | 0 | -4 | 16 | 2 | nt | 2.6 | 0 | nt | 0
COc1ccc(C)cc1NC(=O)COC(=O)C1CCN(C(=O)c2ccc(Cl)cc2)CC1 | -27 | nt | 4 | -5 | -0.7 | -0.7 | -2 | -1 | 2
CN(C(=O)COC(=O)C1CCN(S(=O)(=O)c2ccc3c(c2)OCCO3)CC1)c1ccccc1 | -2 | -5 | 7 | -5 | 0.7 | 0.4 | 1 | 6 | 0
CCOC(=O)[C@H]1[C@H]2COc3ccccc3[C@@H]2N2C(=O)c3cc(Br)ccc3NC(=O)[C@@]12C | nt | 18 | -10 | 4 | 0.1 | -0.1 | 2 | -3 | 12
CC(=O)c1ccc(OCC(O)CN2CCN(Cc3ccc4c(c3)OCO4)CC2)cc1 (configuration not stated) | nt | 3&-5 | 3&1 | -3&-5 | 1.7&-2.3 | 0.4&-0.4 | 0&2 | 56*! | -2&0
O=C(NCC1CCCO1)C(c1ccncc1)N(Cc1ccc(F)cc1)C(=O)CN1C(=O)c2ccccc2S1(=O)=O (configuration not stated) | 5 | -9 | 8 | -6 | 0.8 | 0.1 | -1 | -15 | -1
Fc1ccc(C2CCCN2Cc2nc(Cc3ccccc3F)no2)cc1 (configuration not stated) | -3 | 2 | 5 | 3 | 1.2 | 0.6 | 18 | -3 | 0
COc1ccc(-c2nc3c(c(SCC(=O)N4CCOCC4)n2)COC(C)(C)C3)cc1 | -15 | 2 | 1 | 7 | -0.3 | 0.2 | 4 | 10 | -1

Compound profiles, from the list above. Order of screens: RXFP1 antagonist | D1 antagonist | D2 PAM | D1 potentiator | D2 agonist | TRHR ag | D1 agonist | D2 antag | TRHR enhancer
Results for C=CCN(C(=O)CSc1nc2ccsc2c(=O)n1Cc1ccccn1)c1ccccc1 : -5 | 3 | -4 | 0 | 0.8 | 0.6 | 2 | -2 | -8
Results for N#Cc1ccc(C(CC(=O)O)N2Cc3ccccc3C2=O)cc1 (configuration not stated) : 4 | 13 | 2 | -6 | -0.1 | 0.9 | 2 | 5 | -4

As a working copy, some entries already given:
SMILES | RXFP1 antagonist | D1 antagonist | D2 PAM | D1 potentiator | D2 agonist | TRHR ag | D1 agonist | D2 antag | TRHR enhancer
COc1ccc(C)cc1S(=O)(=O)NC1CC1 | -3 | 1 | 3 | -1 | -0.5 | 0.6 | 0 | 3 | 0
CC(=O)c1ccc(N(C(=O)CNC(=O)c2ccco2)C(C(=O)NC2CCCC2)c2ccc(C)o2)cc1 (configuration not stated) | 5 | 5 | -4 | -4 | -0.2 | -0.1 | 1 | -5 | -5
COc1ccc(N2C(=O)CC(Sc3nc4c(cc3C#N)CCC4)C2=O)cc1 (configuration not stated) | -10 | 2 | 6 | -1 | -0.5 | 1.6 | 1 | 5 | -7
CCOC(=O)C1=C(C)N=C2SCCC(=O)N2C1c1ccc(OC)cc1 (configuration not stated) | nt | 2 | 17 | -1 | -0.4 | -0.5 | 1 | -1 | 0
CC(OC(=O)Cc1n[nH]c(=O)c2ccccc12)C(=O)Nc1cc(Cl)cc(Cl)c1 (configuration not stated) | -37 | -15 | 4 | -1 | -0.1 | 0.5 | 8 | 29 | -6
Cc1cc(C(=O)N/N=C/c2ccc(-c3ccc([N+](=O)[O-])cc3C)o2)n[nH]1 | 5 | -11 | -1 | -5 | 0.9 | 1.0 | 3 | -1 | 2

Further results follow:
SMILES | RXFP1 antagonist | D1 antagonist | D2 PAM | D1 potentiator | D2 agonist | TRHR ag | D1 agonist | D2 antag | TRHR enhancer
O=C(O)CC1COc2ccccc2N1C(=O)c1ccccc1Cl (configuration not stated) | 6 | -7 | 3 | 0 | 0.2 | -0.9 | 2 | 1 | 2
CCN1CCN(C(c2cccs2)C(C)NC(=O)NC2CCCCC2)CC1 (configuration not stated) | -6 | 0 | -2 | -2 | -1.4 | 0.1 | 0 | -28 | 24
CCCC(=O)n1nc(-c2cccnc2)nc1NCc1ccccc1 | -10&-2 | -42*! | -1&-11 | -4&0 | 0.5&-0.7 | -0.1&0.6 | 1&-1 | 0 | -1&6
Cc1ccc(F)cc1NC(=O)CCc1c(C)nn(-c2ccc(N3CCCCC3)nn2)c1C | 18&11 | -6&-5 | 6&9 | 0&-4 | -0.3 | -0.7&-0.6 | 1&-1 | -4 | -5&-2
CCOC(=O)c1ccc(NC(=O)Cn2nc(C)c3ccccc3c2=O)cc1 | -5 | -10 | -3 | 40* | 0.3 | -0.3 | 0 | -16 | 30*
C=CCN1C(=O)CN=C1Nc1ccc(F)cc1 | 2 | 1 | -33 | -2 | 0.7 | -0.3 | -1 | 54* | -14
CC(=O)c1cccc(NC(=O)c2sc(-n3nc(C)c(Cc4ccccc4)c3C)nc2C)c1 | 1 | 3 | 16 | 0 | 2.2 | 1.0 | 6 | nt | 5
NC(N)=Nc1nc2ccc(Br)cc2c(=O)[nH]1 | -1 | 5 | -2 | 1 | 0.3 | 0.9 | 1 | 3 | 5
CSc1cc(-c2ccc(Cl)cc2)c(C(=O)N2CCCC2)s1 | -36 | -1 | -4 | -6 | -0.3 | -0.5 | 1 | 1 | -6
CC(=O)N1CSCC1C(=O)N1CCN(c2ccc(N3CCOCC3)nn2)CC1 (configuration not stated) | nt | -3 | -2 | nt | nt | 0.8 | 2 | nt | 5
O=C(/C=C\c1ccccc1)Nc1ccc(NC(=O)c2ccco2)cc1 | -3 | -16 | -2 | 0 | -0.1 | 0.3 | -3 | 2 | -1
CC(=O)c1ccc(OCc2cc(C(=O)N(C)Cc3ccccn3)no2)cc1 | 3 | -73* | 0 | 8 | 0.6 | 0.4 | 3 | 0 | 0
Cc1ccc(Cl)cc1N1CCN(S(=O)(=O)c2c(C)[nH]c(C)c2C(=O)N2CCCCC2)CC1 | 3 | 7 | 8 | 0 | 0.2 | 0.1 | 2 | -3 | 2
O=c1oc2ccccc2cc1-c1nnc(-c2cccc(Br)c2)o1 | -7 | 18 | nt | -1 | nt | 0.8 | 3 | nt | -4
CCCCCCSc1nc(O)c(C2OC(=O)c3c2ccc(OC)c3OC)c(=O)n1CC (configuration not stated) | -36 | 0 | -4 | -4 | 0.4 | 0.0 | -1 | -7 | -3
Cc1ccccc1NC(=O)c1ccc(Cn2cc([N+](=O)[O-])cn2)o1 | -9 | -13 | -2 | -2 | -0.5 | -2.3 | 2 | 32* | -7
COc1ccc(NCC(O)COc2ccc(C(C)(C)C)cc2)cc1 (configuration not stated) | -26 | -18 | 3 | -3 | -0.5 | 0.7 | 1 | -4 | 6
CCCn1nc(Oc2nc(NCC)nc(NCC)n2)ccc1=O | -8 | -17 | -2 | 0 | -0.4 | -0.9 | 7 | 2 | 3
Cc1ccc(Cl)c2sc(N3CCN(C(=O)C4CC4)CC3)nc12 | nt | nt | 12 | 4 | 0.7 | -0.5 | -2 | nt | -4
CCOC(=O)c1c(S(=O)(=O)NCC(=O)N2CCN(c3ccc(F)cc3)CC2)c(C)n(C)c1C | -15 | 14 | -3 | 2 | -0.6 | -0.7 | 2 | 4 | -9
Cc1ccc(CN2C(=O)CCC2C(=O)NCCCN2CCC(C)CC2)cc1 (configuration not stated) | nt | 2 | nt | -4 | -0.2 | 1.2 | 9 | -6 | -2
Cc1nnc(NC(=O)CSCc2ccccc2)s1 | 6 | 2 | -1 | 11 | 1.6 | -0.7 | 10 | -7 | 5
O=C(Nc1ccc(C(=O)N2CCOCC2)cc1)c1cc(-c2cccnc2)nc2ccc(Br)cc12 | 3 | -6 | -1 | -7 | 0.2 | 0.1 | 2 | -1 | 11
COc1ccc(CCC(=O)NCCc2csc(-c3ccc(Cl)cc3)n2)cc1 | -22 | -17 | -7 | -3 | 0.4 | -0.4 | 6 | nt | 4
